yeast mlh1 rad18: NCI yeast anticancer drug screen, S. cerevisiae mlh1 rad18 strain. % growth inhibition at 50 µM. hit rate 11% among 79,000. AID 175;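 further: 0% = growth of vehicle-only cultures of the same strain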
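Read-out is yeast growth inhibition, calculated against vehicle-only controls. The compound was applied to a strain engineered with DNA damage repair alterations.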
mec2-1: NCI yeast anticancer drug screen, S. cerevisiae mec2-1 strain; hit rate 9% among 79,000; growth inhibition, % at 50 µM;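 further: 0% = growth of vehicle-only cultures of the same strain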
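Using mec2-1 yeast: add compound, measure growth, express inhibition versus vehicle-treated cultures.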
yeast bub3: NCI yeast anticancer drug screen, S. cerevisiae bub3 mutant strain; growth inhibition, % at 50 µM; AID 167; hit rate 9.9% among 78,000;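 further: 0% = growth of vehicle-only cultures of the same strain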
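Yeast carrying a defined mutation is treated with each compound, and growth is compared with that of vehicle-exposed cells to give inhibition.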
sgs1 mgt1: NCI yeast anticancer drug screen, S. cerevisiae sgs1 mgt1 strain; growth inhibition, % at 50 µM; hit rate 10% among 78,000;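 further: 0% = growth of vehicle-only cultures of the same strain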
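Genetically altered yeast, compound exposure, growth inhibition relative to vehicle.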
yeast rad50: NCI yeast anticancer drug screen, S. cerevisiae rad50 strain | growth inhibition, % at 50 µM | hit rate 10% among 79,000 | AID 155;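 further: 0% = growth of vehicle-only cultures of the same strain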
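Genetically altered yeast (DNA repair pathway); compound treatment; growth inhibition vs vehicle ctrl.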
yeast cln2 rad14: NCI yeast anticancer drug screen, S. cerevisiae cln2 rad14 strain. % growth inhibition at 50 µM. hit rate 8.3% among 78,000. AID 165;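 further: 0% = growth of vehicle-only cultures of the same strain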
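Test compounds were added to cln2 rad14 yeast cultures; inhibition of growth was then determined by comparison with vehicle treatment.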
Active calls of the source: *; . = no result given; & = joins results of further samples. No stated cut-off is given here; in the data, active means growth inhibition above about 70%; inactive means the rest.

SMILES	yeast mlh1 rad18	mec2-1	yeast bub3	sgs1 mgt1	yeast rad50	yeast cln2 rad14
CCNC(=O)OCC#CCOC(=O)NCC	-13.8	0.8	4.2	-25.0	-9.7	-11.3
CC[N+](C)(CC)CC(O)C[N+]1(C)CC2CCCCC2C1 (stereo not given)	4.1	-1.7	-4.7	6.2	13.1	-10.2
O=C(Nc1ccc(Cl)cc1)Nc1nnc(/C=C/c2ccccc2)o1	51.8	42.9	8.6	31.9	51.7	-26.6
Nc1ccc(C(=O)c2ccc(N)cc2)cc1	29.6	3.8	1.8	-1.6	24.3	25.0
Cc1cc(O)ccc1C(=O)O	-19.0	-0.2	-11.8	-8.0	32.2	-37.0
Cc1cccc(N=NC2Sc3nc4ccccc4n3C2=O)c1 (stereo not given)	2.9	-19.4	2.2	-20.1	-16.9	-9.2
Cc1cc2c(O)c(c1)CN(Cc1ccccc1)Cc1cc(C)cc(c1O)CN(Cc1ccccc1)Cc1cc(C)cc(c1O)CN(Cc1ccccc1)C2	-40.8	-22.1	-16.1	-21.1	-38.8	10.9
N/C(=N\O)c1c(Br)n(C2OC(CO)C(O)C2O)c2ncnc(N)c12 (stereo not given)	1.8	11.7	-2.0	4.7	12.1	10.8
CC(=O)n1c(=O)c2cc3c(=O)n(-c4cccc(C#N)c4)c(=O)c3cc2c1=O	-9.7	-19.4	4.8	9.7	-25.4	7.7
C=COC(=O)c1ccccc1O	-5.5	-34.0	-36.8	-22.3	-32.7	3.8
O=C1c2ccccc2C(=O)N1Cc1cccc(I)c1	-6.7	4.8	41.0	8.6	14.2	37.8
CC1(c2ccccc2)N=C(C(N)=O)c2[nH]cnc2N1 (stereo not given)	-11.8	-41.1	8.7	-29.1	-11.8	1.9
CS(=O)(=O)c1nc2ncnc(N)c2[nH]1	-4.8	-18.1	-27.1	-6.3	-6.2	-22.4
O=NN(Cc1ccccc1)NC(=O)c1ccccc1	11.2	28.1	20.9	8.9	6.2	-8.4
O=c1c2ccc(N=Cc3ccccc3)cc2nc(/C=C/c2ccccc2)n1/N=C/c1ccccc1	-16.9	-14.5	4.6	-7.6	-40.2	-29.3
CCN(CC)CCCNc1cccc2nc(Cl)ccc12	9.2	18.6	2.6	37.2	12.1	24.5
O=C(Nc1c(Cl)cccc1Cl)Nc1c(Cl)cccc1Cl	10.9	-4.8	16.8	21.1	-0.9	6.7
Oc1nc(N=C2N=c3ccccc3=N2)[nH]c1O	13.4	-13.1	.	.	26.7	.
Cc1nn(C)c2ccc3ccccc3c(=O)c12	76.0*	45.0	32.6	42.6	88.5*	29.4
Cc1cccc(C)c1NC(=S)N1CCC(CCCC2CCN(C(=S)Nc3c(C)cccc3C)CC2)CC1	12.2	-18.6	4.8	-1.6	-12.8	15.7
O=C1c2ccccc2CCC1C(O)(C(F)(F)F)C(F)(F)F (stereo not given)	-11.3	-3.6	31.6	-35.8	-5.3	10.9
Cc1c(Cl)cccc1N=NC(=O)NNc1cccc(Cl)c1C	81.5*	82.1*	83.3*	74.5*	85.4*	80.5*
CCOC1CN(C(=O)OC)N1C(=O)OC (stereo not given)	10.2	2.7	-13.3	38.8	2.8	-30.6
COc1ccc(C(O)c2ccccc2)cc1 (stereo not given)	-15.2	-17.4	-28.1	-34.9	2.2	-50.2
Cc1onc(-c2ccc(-c3noc(C)c3C(=O)O)cc2)c1C(=O)O	11.4	-7.8	-10.4	-3.2	-1.9	-5.4
CCNC(=O)c1ccccc1C(=O)c1ccccc1	11.5	1.2	-0.8	6.5	-4.5	12.8
O=S1(=O)CS(=O)(=O)OCCCO1	-59.5	-32.8	-30.1	-23.4	-15.7	-9.4
O=S(=O)(Nc1ccccc1)c1ccccc1C#Cc1ccccc1	91.5*	79.2*	89.8*	86.9*	89.8*	74.3*
CCCCCCCCCCCCCCCCCC(=O)N/N=C/c1cc(OC)ccc1OC	-28.9	0.1	-0.6	-0.1	1.6	-25.2
O=S(Nc1ccc(Cl)cc1)c1ccccc1 (stereo not given)	2.3	10.9	18.1	31.1	10.0	4.1
CC[C@@]1(OC(=O)CN(C)C)C(=O)OCc2c1cc1n(c2=O)Cc2cc3ccccc3nc2-1	97.2*	99.0*	93.7*	93.6*	96.8*	79.8*
CCOC(=O)C(CC(C)C)NC(=O)C(CC(C)C)NS(=O)(=O)Cc1ccccc1 (stereo not given)	27.0	-1.2	-6.2	-3.2	-1.2	22.9
NC(=O)NC1CCCCCC1	-10.4	-8.3	7.2	3.4	-7.0	-11.8
O=C(ON=C1C=CC(=NOC(=O)c2ccccc2)C=C1)c1ccccc1	7.6	-20.6	1.1	9.3	10.2	17.3
CCc1cccc(O)c1	20.1	2.0	19.9	-6.2	24.4	11.8
COC(=O)/C=C\C(=O)O	8.7&14.2	-16.4&-4.8	-23.7&3.4	-2.6&-1.8	5.0&-5.0	-17.2&-15.7
COc1ccc([N+](=O)[O-])cc1Nc1c2ccccc2nc2ccccc12	41.0	64.2	46.5	49.0	80.8*	37.5
Nc1cccc2c(N)cccc12	8.8	1.1	-4.2	-6.5	-4.0	22.9
O=C1COc2cc3c(cc2N1)SCCC(=O)N3	-18.4	-16.2	6.8	-4.4	-19.7	2.6
CCOC(=O)C(CCN(C)C)(CCN(C)C)c1ccccc1	-2.8	-2.8	-13.0	21.6	-6.3	-30.2
CCCCN(CCCC)C(=O)C(=O)CC(=O)c1ccc(Br)cc1	-11.2	11.9	3.2	-16.3	-18.3	0.6
CC(=O)/C(=C/N1CC(=O)NC1=S)C(=O)Nc1ccc([N+](=O)[O-])cc1	-33.1	-33.3	-66.2	-14.6	-48.7	-24.2
CC(=O)/C(C)=C\C1C(C)=CCCC1(C)C (stereo not given)	-5.8	-33.4	-14.8	-27.8	-4.5	-23.3
COc1cc(C=Nc2ccc(C(C)C)cc2)cc(OC)c1OC	12.7	13.3	-4.7	19.1	9.2	8.3
CCOC(=O)C(N)Cc1ccc(O)cc1 (stereo not given)	-1.7&23.4	6.5&8.1	1.8&10.7	-11.8&-0.8	0.4&16.0	-19.6&6.2
CC(C(=O)O)N1C(=O)C=CC1=O (stereo not given)	-18.9	-6.2	-3.4	-11.1	-4.3	-20.0
CCN(CC)C(=O)c1cc(=O)c(C)c2oc3c(C)c(O)c(N)c(C(=O)N(CC)CC)c3nc1-2	-19.4	2.9	-8.8	-15.1	4.3	11.2
COCN1CCN(COC)C1=O	0.2	-5.2	1.4	-10.7	-5.0	-71.8
C=C(Cl)COC(=O)C(C)O (stereo not given)	8.9	-12.2	-7.4	-7.5	3.0	24.4
NC(=O)c1ncn(C2C=CC(CP(=O)(O)O)C2)c1N (stereo not given)	8.4	-8.8	-10.1	-10.2	-0.1	-19.4
O=c1oc2ccc3ccccc3c2cc1-n1nnc2ccccc21	19.8	3.0	-2.5	31.4	-21.9	62.6
CCN(CC)CC(C(=O)Nc1c(C)cccc1C)/C(C)=N\NC(=O)c1ccncc1 (stereo not given)	-13.8	-13.8	1.8	2.0	-18.1	15.2
O=C1NC(=O)C(=O)C(c2nc3ccccc3s2)C1=O	32.8	15.2	-44.0	-11.9	14.6	-5.8
NCCNCCCNC(=O)c1cc(-c2ccccc2)nc2ccccc12	-4.0	-6.3	14.9	-1.7	-18.8	-11.9
CC(=O)c1ccc(N=C(C#N)C2=C(O)c3ccccc3C2=O)cc1	13.3	-12.4	10.9	25.8	15.7	14.2
Cc1ccc(F)cc1NC(=S)NN	-2.7	-23.8	22.1	-29.0	-20.6	-19.1
Fc1ccc(F)c(C2SCc3nc4ccccc4n32)c1 (stereo not given)	24.6	19.1	16.6	33.1	19.4	25.1
CCOC(=O)COc1ccc(/C=C(\C)[N+](=O)[O-])c2ccccc12	-3.4	-10.9	-25.0	20.8	3.4	-0.8
O=CN1CCCCCC1	-1.7	-7.8	-3.5	-10.3	-25.9	23.4
OC(c1ccccc1)(c1ccccc1)C1CCCCC1	9.9	1.7	6.0	40.1	25.5	-5.3

(next part)
SMILES	yeast mlh1 rad18	mec2-1	yeast bub3	sgs1 mgt1	yeast rad50	yeast cln2 rad14
O=C1C(NCCc2ccc(O)c(O)c2)=CC(=O)c2ncccc21	-5.3	34.6	6.3	32.1	35.5	24.1
CCOC1=CC(=O)c2ccccc2C1=O	-5.5	-13.2	3.2	-15.8	-10.3	-16.4
O=C(NC1CCCCC1)NC12CC3CC(CC(F)(C3)C1)C2	6.7	-12.8	-12.1	-7.5	-9.9	5.7
O=c1[nH]c2[nH]c(=S)[nH]c(=O)c2[nH]1	-13.8	0.8	-3.4	-8.5	6.3	-11.7
CN(C)c1ncnc2nc[nH]c12	16.3	0.7	-2.6	-6.1	-14.6	-14.4
NC(=O)c1ccccc1OC(=O)Nc1ccc(F)c([N+](=O)[O-])c1	12.1	26.6	20.7	12.4	3.8	-1.9
O=C1C=C2CCCCCCCC(C1)C2 (stereo not given)	3.2	1.1	-1.1	2.2	11.8	-1.8
CC(c1ccc([N+](=O)[O-])cc1)n1cnc2c(=O)[nH]cnc21 (stereo not given)	-10.7	1.2	-0.5	4.5	-3.0	-18.9
O=C(NCCS(=O)(=O)O)C1CCCN1 (stereo not given)	-16.1	-6.3	-10.1	-4.2	-32.9	-15.6
C/C(=N\NC(=S)Nc1ccc(C(=O)O)cc1)c1nccc2ccccc12	7.2	1.1	9.8	4.2	3.2	28.9
CCCCCCC(C)NC(C)CCCCCC (stereo not given)	18.8	8.8	5.7	19.3	47.1	27.4
CCCNC(=O)C1C2CC3OC(=O)C1C3C2 (stereo not given)	4.2	6.2	-5.2	-5.6	1.4	-47.6
Sc1ccccc1N=Cc1cccs1	10.8	6.9	-7.5	10.6	-8.4	5.2
Cc1cc(=O)[nH]c(Nc2nc3cc(C)c(C)cc3[nH]2)n1	-8.4	-4.9	-8.2	2.0	9.6	9.2
COc1ccc2c(c1[N+](=O)[O-])CC[C@@H]1[C@@H]2CC[C@]2(C)C(=O)CC[C@@H]12	-30.9	21.1	12.1	0.0	20.9	37.0
CCCCCCCC/C=C\CCCCCCCC(=O)N(C)CC(=O)O	29.1	38.2	30.7	39.2	43.2	21.1
O=C1C=C(c2ccccc2)C/C1=C\c1ccccc1	-2.0	-1.6	-22.1	-3.2	-3.5	-65.5
COc1cc(C(=O)/C=C/c2ccc(OCC#N)cc2)cc(OC)c1OC	-34.8	-33.6	-9.1	-6.7	-40.5	5.2
CC1(C(Cl)Cl)C=CC(=O)C=C1	-12.9	9.6	-8.0	13.4	1.4	-5.8
C=CCCCCCCCCC(=O)OC1CCCCC1	6.2	0.2	15.4	11.1	-9.2	-23.1
OC1c2ccccc2CC1Br (stereo not given)	-8.2	-3.8	7.7	-9.2	-4.8	-25.4
CCCCCCCCCCCCCCCC(=O)OC	-0.1	-5.5	-19.4	-3.0	4.9	11.8
COc1nc(NC2OC(CO)C(O)C(O)C2O)c(C(=O)CCl)c(=O)n1C (stereo not given)	4.0	4.2	-3.4	-15.8	3.9	-7.5
CCCCCCC1OCC(C)O1 (stereo not given)	3.0	-4.8	-24.4	-2.6	6.1	-47.1
O=NC(C[N+](=O)[O-])c1ccccc1 (stereo not given)	-24.4	-21.9	6.5	2.7	4.6	-40.7
O=C(N/C(=C\c1cccc([N+](=O)[O-])c1)c1nc2ccccc2s1)c1ccccc1	98.2*	98.6*	97.8*	98.9*	98.5*	98.1*
COc1ccc(CC(CN)P(=O)(O)O)cc1 (stereo not given)	4.0	4.2	15.1	8.5	29.3	4.5
CN1/C(=C/C=C/C(I)=C/C=C/C2=[N+](C)c3ccccc3C2(C)C)C(C)(C)c2ccccc21	84.7*	50.1	76.3*	80.6*	60.5	79.4*

Structural class, those above containing a nitro group on carbon.
SMILES	yeast mlh1 rad18	mec2-1	yeast bub3	sgs1 mgt1	yeast rad50	yeast cln2 rad14
COc1ccc([N+](=O)[O-])cc1Nc1c2ccccc2nc2ccccc12	41.0	64.2	46.5	49.0	80.8*	37.5
CC(=O)/C(=C/N1CC(=O)NC1=S)C(=O)Nc1ccc([N+](=O)[O-])cc1	-33.1	-33.3	-66.2	-14.6	-48.7	-24.2
CCOC(=O)COc1ccc(/C=C(\C)[N+](=O)[O-])c2ccccc12	-3.4	-10.9	-25.0	20.8	3.4	-0.8
NC(=O)c1ccccc1OC(=O)Nc1ccc(F)c([N+](=O)[O-])c1	12.1	26.6	20.7	12.4	3.8	-1.9
CC(c1ccc([N+](=O)[O-])cc1)n1cnc2c(=O)[nH]cnc21 (stereo not given)	-10.7	1.2	-0.5	4.5	-3.0	-18.9
COc1ccc2c(c1[N+](=O)[O-])CC[C@@H]1[C@@H]2CC[C@]2(C)C(=O)CC[C@@H]12	-30.9	21.1	12.1	0.0	20.9	37.0
O=NC(C[N+](=O)[O-])c1ccccc1 (stereo not given)	-24.4	-21.9	6.5	2.7	4.6	-40.7
O=C(N/C(=C\c1cccc([N+](=O)[O-])c1)c1nc2ccccc2s1)c1ccccc1	98.2*	98.6*	97.8*	98.9*	98.5*	98.1*

Entries of single compounds as entered above. Order of screens: yeast mlh1 rad18, mec2-1, yeast bub3, sgs1 mgt1, yeast rad50, yeast cln2 rad14
`CCCCCCCCCCCCCCCC(=O)OC` is listed with -0.1, -5.5, -19.4, -3.0, 4.9, 11.8
`CCCCCCC1OCC(C)O1` (stereo not given) is listed with 3.0, -4.8, -24.4, -2.6, 6.1, -47.1

Screens from PubChem BioAssay.
